Screening data: PubChem BioAssay, National Center for Advancing Translational Sciences (NCATS)
Pf Dd2 inh: inhibitors of Plasmodium falciparum Dd2 growth. P. falciparum Dd2 growth, SYBR Green, 72 h. Potency, µM (doses to about 28.9 µM), for inactives: at the highest dose activity, negative = inhibition, most hits filed as inhibitors. hit rate 4.3% among 120,000; active means well fitted inhibition curve with a large enough effect; inconclusive means small, poorly fitted or top-dose-only effect; inactive means no such curve, though single readings can be large or run the other way;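 further: plate controls were DMSO vehicle for no effect and reference drug for full effect; nearly all actives have a fitted effect of over 65% in size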
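Infected erythrocytes (Dd2, 0.3% parasitemia, 2.5% hematocrit final) are added to compound in RPMI-1640/Albumax II medium, grown 72 h at 37C in low oxygen, then lysed with saponin/Triton-X containing SYBR Green and read by fluorescence.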
The depositor's hits bear a star; i = inactive; u = inconclusive; & = joins results of further samples; [ ] = dose if it differs, or a comment. Potency means the concentration at half of the fitted maximal effect. A portion of the library; count on the stated rates, not on these rows.

SMILES | Pf Dd2 inh
CC(C)CC(=O)N1CCC(N2CCCC(C(=O)NCc3ccccc3)C2)CC1 (configuration not stated) | -17%
Cc1ccc(-n2nc(C)c3c(C(=O)NCCc4ccc(S(N)(=O)=O)cc4)cc(C)nc32)cc1 | 6%
CC(C)N1C(=O)C(CC(=O)NCCc2c[nH]c3ccccc23)=C2CCCCC21 (configuration not stated) | u
Cc1cccc(NC(=O)/C(C#N)=C/c2ccc(C)o2)c1 | u
Cc1ncoc1C(=O)NCC1Cn2cccc2C(=O)N1Cc1ccccc1 (configuration not stated) | 21%
CCOC(=O)CN1CCCC1c1ccc(C(=O)NCCn2ccnc2)s1 (configuration not stated) | -3%
COc1ccc(C2Cn3cnc(C(=O)N4CCC(C(=O)Nc5cc(F)cc(F)c5)CC4)c3CO2)cc1 (configuration not stated) | u
COc1ccccc1N1CCN(C(=O)Cn2ccn3nc(-c4ccc(F)cc4)c(CO)c3c2=O)CC1 | 8.9µM*
CC(=O)c1ccc(NC(=O)CSC2=Nc3ccccc3N=C(c3ccc(F)cc3)C2)cc1 | u
CCc1ccc(NC(=O)c2ccc3c(c2)N(CC)C2CCCCN2C3=O)cc1 (configuration not stated) | u
O=C(Cc1ccccc1Cl)N1CCC2(CC1)NC(=O)N(c1cccc(F)c1)N2 | -9%
CCOc1ccc(CCNC(=O)c2cc3sc(CC)cc3n2C)cc1OCC | -5%
O=C1Nc2ccccc2CC12CN([S+](=O)([O-])c1cccc(C(F)(F)F)c1)C2 | 5%
CCCNC(=O)N(C1CCOCC1)C1CCN(C(=O)c2ccoc2)CC1 | -1%
CC1CC(=O)N(CC(=O)Nc2ccc(F)cc2F)c2ccccc2S1 (configuration not stated) | -4%
Cc1cccc(CN2CCNc3cc(-c4ccnc(C)c4)ncc3C2)c1 | i
COCCCn1c(C)cc(C(=O)NCC(=O)N2CCCCCNC(=O)CC2c2ccccc2)c1C (configuration not stated) | u
CCN1C(=O)C2CC3(CCN(Cc4cn[nH]c4-c4ccc(F)cc4)CC3)CN2C1=O (configuration not stated) | u
CCOc1ccccc1CN1C[C@@H]2C(=O)N(Cc3ccc4c(c3)OCO4)C(=O)[C@@H]2C1 | u
CCNc1cc(N2CCC(CCC(=O)N3CCc4ccccc4C3)CC2)ncn1 | i

Reformatted with each value named: two of the compounds above
Structure: O=C(Cc1ccccc1Cl)N1CCC2(CC1)NC(=O)N(c1cccc(F)c1)N2
  Pf Dd2 inh = -9%

Structure: COc1ccccc1N1CCN(C(=O)Cn2ccn3nc(-c4ccc(F)cc4)c(CO)c3c2=O)CC1
  Pf Dd2 inh = 8.9µM*

Of the compounds above, 2 contain a thiophene ring, fused or not:
SMILES | Pf Dd2 inh
CCOC(=O)CN1CCCC1c1ccc(C(=O)NCCn2ccnc2)s1 (configuration not stated) | -3%
CCOc1ccc(CCNC(=O)c2cc3sc(CC)cc3n2C)cc1OCC | -5%

Carrying on.
SMILES | Pf Dd2 inh
Cc1ccc(C2=NC3(CCN(C(=O)c4cccc(C#N)c4)CC3)ON2)cc1 | -14%
Cc1ccc(NC(=O)N2CCC(CN3CCCC3)CC2)c(C)c1 | i
O=C(c1ccco1)N1CCC2(CC1)CC(N(Cc1ccc(F)cc1)C1CC1)CCO2 (configuration not stated) | 2.8µM*
COC(=O)CNC(=O)N1CCC2(CC1)CC(c1ccccc1)CN(C)C2 (configuration not stated) | i
COc1cc(NC(=O)C(CC(C)C)N2Cc3ccccc3C2=O)cc(OC)c1 (configuration not stated) | 1%
Cc1cn(C)c(CC(=O)N2CCN(c3ccccc3F)CC2)c1C(=O)O | -1%
O=C(Nc1nccs1)[C@H]1CN2CC[C@H]1C[C@@H]2Cn1cc(C2(O)CCCCC2)nn1 | -12%[44.1 µM]
CC1CN(C(=O)N2CCC(C(=O)NCCCc3ccccc3)CC2)c2cc(Cl)ccc2O1 (configuration not stated) | u
C#C[C@H]1CN2CC[C@H]1C[C@@H]2CNS(=O)(=O)c1ccc(Cl)cc1 | 5µM*
CC(=O)c1ccc(N2CCN(C(=O)c3cc4cc5cc(C)ccc5nc4s3)CC2)cc1 | 59%[activator]
COCCN(C)C[C@H]1C[C@@H](CO)CN(C(=O)Cc2ccc(C)c(C)c2)C1 | u
CN1Cc2ccc(C(=O)Nc3ccccc3)cc2OCC1=O | -8%[44.1 µM]
O=C(NC1CC(c2cc(N3CCC(O)C3)ncn2)C1)c1ccoc1 (configuration not stated) | -4%
CCCCc1nn2c(=O)cc(COC(=O)c3cccc(NC(=O)COc4ccccc4)c3)nc2s1 | u
COc1ccc(-c2cc3c(=O)n(CCNC(=O)c4ccc(N(C)C)cc4)ccn3n2)cc1 | u
CCCn1c(C)cnc1CC1CCCN(C(=O)Cc2cccc(F)c2)C1 (configuration not stated) | u
CCOC(=O)c1ccccc1NC(=O)CSc1ccc(-c2sc(C)nc2C)nn1 | -23%
O=C(c1ccc(C(F)(F)F)cc1)N1CCn2c(nnc2C2CC2)C1 | -9%[44.1 µM]
Cc1cc(=O)n2nc(N3CCC(C(=O)Nc4ccc(C)c(Cl)c4)CC3)sc2n1 | 0%
Cc1c(Cl)cccc1-n1ncc(C(=O)Nc2ccc3c(c2)OCCO3)c1C1CCN(C(=O)OC(C)(C)C)CC1 | u
COc1ccc(NC(=O)Cn2nnc3sc4c(c3c2=O)CCC(C)C4)c(OC)c1 (configuration not stated) | 19%
N#Cc1ccc(S(=O)(=O)N2CCC(Cc3nc(-c4ccncc4)n[nH]3)C2)cc1 (configuration not stated) | -10%
Cc1nc2ccn(Cc3cccnc3)c(=O)c2cc1C(=O)N1CCN(c2ccc(F)cc2)CC1 | -10%
CC(C)c1ccc(S(=O)(=O)c2nnn3c2nc(NCc2ccc(F)cc2)c2ccccc23)cc1 | u
CN(C)C[C@@H]1CN(S(C)(=O)=O)C[C@H]1NC(=O)c1nccc2ccccc12 | -24%
CCOc1cc(=O)n2c(c1C(=O)Nc1ccc(C(C)C)cc1)CCCC2 | i
COc1ccc([C@H]2C[C@@H](O)[C@@H](O)[C@@H]2NC(=O)c2c(-c3ccccc3)noc2C)cc1 | -10%[44.1 µM]
O=C(Nc1cccc(Cl)c1)c1ccc(F)c(S(=O)(=O)N2CCC3(CC2)OCCO3)c1 | i
CNC(=O)N1CCC2(CC1)CC(N(Cc1ccc(F)cc1)C1CC1)CCO2 (configuration not stated) | u
O=C(N[C@H]1CCN2C(=O)c3cc(-c4ccccc4)ccc3NC(=O)[C@H]12)C1CCCC1 | i
CCOC(=O)C1CCN(C(=O)c2ccc3c(c2)sc2nc(-c4ccc(OCC)cc4)cn23)CC1 | 8.9µM*
Clc1cccc(-c2cnc([C@@H]3COCCN3Cc3ncc[nH]3)[nH]2)c1 | u
CC(=O)Nc1ccc(S(=O)(=O)N[C@@H]2C=C[C@@H](c3c(C)nn(-c4ccc(C(C)(C)C)cc4)c3C)C2)cc1 | i
CCc1cccc(CC)c1NC(=O)CCS(=O)(=O)c1ccc(Br)s1 | 16%
O=C(Nc1ccc2c(c1)OCCO2)N1CCC(Cc2nc(-c3cccnc3)n[nH]2)C1 (configuration not stated) | 3.5µM*
Cc1c(Cl)cccc1NC(=O)CN1C(=O)NC2(CCOCC2)C1=O | i
COc1ccc(C2c3c(n(C)c4ccccc34)C(=O)N2CC(=O)Nc2ccccc2F)cc1 (configuration not stated) | 5%
CC(=O)N1c2ccc(S(=O)(=O)N3CCN(c4cc(Cl)ccc4C)CC3)cc2CC1C (configuration not stated) | -15%
O=C(CCCc1ccccc1)N1CCN(C2CCN(CCc3ccccc3)C2=O)CC1 (configuration not stated) | 0%
CCNC(=O)NCC(=O)N1CCCCCCNC(=O)CC1c1ccccc1 (configuration not stated) | 39%[activator]
COc1ccc(N2CC(NC(=O)/C=C\c3ccccc3)CC2=O)cc1OC (configuration not stated) | 29%
COc1ccc(C(=O)N[C@H]2CC[C@]3(C)CCC([C@H](C)C(=O)NCc4ccccc4)[C@H](O)[C@H]3[C@@H]2C)cc1 (some centres not stated) | i
COc1ccc2c(c1)c1c(c(=O)n(-c3ccc(OC)c(OC)c3)c(=O)n1Cc1ccccc1F)n2C | 21%
CCCCNC(=O)[C@@H]1CCCC[C@@H]1C(=O)N1CC(n2nc(C)cc2C)C1 | 0%
CCOc1ccc(NC(=O)c2c(C)nn(-c3ccc(F)cc3)c2-n2cccc2)cc1 | 9%
CNCCN1C(=O)CC[C@H]2CN(C(=O)c3cnc4c(c3)CCCC4)CC[C@H]21 | -2%
COc1ccccc1-c1cc(C(=O)NCCc2ccc(Cl)cc2)c2cnn(C)c2n1 | -8%&8%
CCOc1ccc(OCC)c(NC(=O)C2CCN(c3nnc(-n4cccc4)s3)CC2)c1 | -11%
Cc1ccc(CN2CCCC(c3nc(-c4cccnc4)no3)CCNC(=O)CC2)o1 (configuration not stated) | u
Cc1ccc(-c2nccn3cc(C(=O)N4CCN(CC(C)C)CC4)nc23)cc1 | i
CCOc1ccccc1C(=O)N1CCC2(CC1)CC(O)CCO2 (configuration not stated) | -28%
COc1cc(OC)c(NC(=O)Cn2c(=O)cc(C)c3c(C)nn(-c4ccc(C)cc4)c32)cc1Cl | 15%
O=C(Nc1ccccc1)N1CCN(c2ccc(Cl)nn2)C(=O)C1 | -6%
CCc1ccc(/C=C(/C#N)c2nc(-c3ccc(C)cc3)cs2)cc1 | 21%
COc1ccc(C(=O)N2CCC(c3c[nH]c4ccccc34)(c3c[nH]c4ccccc34)CC2)cc1 | u
NC(=O)c1cccc(-c2cc(-c3ccncc3)c3cncn3c2)c1 | u
CC1(c2ccccc2)N(Cc2ccccc2F)C(=O)OC12CCN(C(=O)c1cccc(C#N)c1)CC2 (configuration not stated) | u
O=c1[nH]c(C2CCCN(Cc3ccccn3)C2)nn1-c1ccccc1 (configuration not stated) | u
Cc1cc(Nc2ccc(F)cc2)nc(-n2nc(C)cc2C)n1 | 11µM*
CCOc1c(CC2C(=O)Nc3ccc(Br)cc32)cccc1OC (configuration not stated) | 48%[activator][5.79 µM]

Four records picked at random from those above:
SMILES | Pf Dd2 inh
O=C(Nc1ccccc1)N1CCN(c2ccc(Cl)nn2)C(=O)C1 | -6%
COc1ccc(C(=O)N[C@H]2CC[C@]3(C)CCC([C@H](C)C(=O)NCc4ccccc4)[C@H](O)[C@H]3[C@@H]2C)cc1 (some centres not stated) | i
Cc1cc(Nc2ccc(F)cc2)nc(-n2nc(C)cc2C)n1 | 11µM*
COc1ccccc1-c1cc(C(=O)NCCc2ccc(Cl)cc2)c2cnn(C)c2n1 | -8%&8%

Some of these compounds in order of heavy-atom count, descending.
SMILES | Pf Dd2 inh
Cc1ccc(CN2CCCC(c3nc(-c4cccnc4)no3)CCNC(=O)CC2)o1 (configuration not stated) | u
CCOc1ccccc1C(=O)N1CCC2(CC1)CC(O)CCO2 (configuration not stated) | -28%
Cc1cc(Nc2ccc(F)cc2)nc(-n2nc(C)cc2C)n1 | 11µM*

Later entries.
SMILES | Pf Dd2 inh
COc1ccc(-c2cc(C(F)(F)F)nc(SCCC(=O)Nc3ccc(OC)c(OC)c3)n2)cc1 | u
Cc1ncccc1OC1(C(=O)O)CCN(C(=O)C2CC=CCC2)CC1 (configuration not stated) | -6%
COc1ccc(-c2cc(N3CCN(C(=O)Cc4cccc(OC)c4)CC3)n[nH]2)cc1 | u
Cc1cccc(-c2nc(Cn3c(=O)cc(-c4ccccc4)c4c(C)nn(C)c43)c(C)o2)c1 | -12%
Cc1oc2ccn(C)c(=O)c2c1C(=O)NCc1ccccc1F | i
COc1ccc(CCC(=O)N2CCC(c3n[nH]c(=O)n3Cc3ccc(F)cc3)CC2)cc1 | u
Cc1ccc(C)c(C(=O)N2C[C@@H](CO)[C@H](N(C)C)C2)c1 | 7%
COc1ncc(-c2ccc3ncn(-c4ccc(F)cc4F)c(=O)c3n2)cn1 | -18%[44.1 µM]
Cc1ccccc1C(=O)N1CCC2(CC1)N=C(c1ccccc1)NO2 | -14%
O=C(Cc1ccc(F)cc1)N1CCC2(CC1)NC(=O)N(Cc1ccccc1)C2=O | -19%
O=[S+]1([O-])NCC2(CCN(Cc3ccc(OC(F)(F)F)cc3)C2)Nc2ccccc21 (configuration not stated) | -12%
CN(C)c1ccc(CN2CCC3(C2)C(=O)N(c2ccccc2)c2ccccc23)cc1 (configuration not stated) | u
COc1ccc(-n2nc(C(=O)Nc3ccc(C(C)=O)cc3)nc2-c2ccccc2)cc1 | -26%
Cc1nccn1CC(=O)N1CCCC(c2[nH]ccc2C(N)=O)C1 (configuration not stated) | -5%
Cc1occc1C(=O)N1CC(F)(F)C[C@H]1c1nc(C2CC2)no1 | u
COc1ccccc1C(=O)NCc1nnc2c(-c3nc(C(C)C)no3)cccn12 | 12%
COc1cccc(C(=O)N[C@H]2[C@H](O)[C@H](O)C[C@@H]2c2ccc(C(F)(F)F)nc2)c1 | u
O=C(CSc1nc2c(oc3ccccc32)c(=O)n1Cc1ccco1)Nc1ccccc1Cl | 4%
Cc1nc2c(c(-c3ccc(O)cc3)n1)CN(Cc1cncs1)CC2 | -7%[44.1 µM]
CN1CC[C@H](c2nnc(-c3ccc(Cl)cc3)o2)C1 | i
Cc1ccccc1NC(=O)c1c(NC(=O)C(C)Oc2cccc(Cl)c2)sc2c1CCCC2 (configuration not stated) | u
COCCNC(=O)[C@H]1C[C@H](Oc2ccccc2)CN1C(=O)Cc1cccc(C)c1 | -1%
COCCN1C(=O)c2ccccc2C(C(=O)NCc2cccc(F)c2)C12CCCC2 (configuration not stated) | u
Cc1cc(=O)n(CC(=O)Nc2ccccc2)c(-c2ccc(F)cc2)n1 | u
CN1C[C@H](NS(C)(=O)=O)CCC[C@@H](C(=O)NCc2cc(F)cc(F)c2)CC1=O | -1%[44.1 µM]
CCOc1ccccc1NC(=O)c1cc(S(=O)(=O)NC2CCCC2)ccc1F | i
Cc1cccc(C)c1NC(=O)c1c(C)oc2c1C1=NCCN1C=N2 | -1%
